# Source: PubChem
# RECQ1 helicase – blocks DNA unwinding by human RECQ1 | P46063 | RECQ1 DNA unwinding, red fluorescence kinetic read | Potency, µM (top dose mostly 57.3 µM), for inactives: top-dose activity, negative = inhibition, usual class: inhibitors | 240,000 compounds, 0.54% hits;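 note: plate controls were vehicle for no effect and no enzyme for full effect; nearly all actives have a fitted effect of over 30% in size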
# Target sequence (P46063 whole entry, looked up): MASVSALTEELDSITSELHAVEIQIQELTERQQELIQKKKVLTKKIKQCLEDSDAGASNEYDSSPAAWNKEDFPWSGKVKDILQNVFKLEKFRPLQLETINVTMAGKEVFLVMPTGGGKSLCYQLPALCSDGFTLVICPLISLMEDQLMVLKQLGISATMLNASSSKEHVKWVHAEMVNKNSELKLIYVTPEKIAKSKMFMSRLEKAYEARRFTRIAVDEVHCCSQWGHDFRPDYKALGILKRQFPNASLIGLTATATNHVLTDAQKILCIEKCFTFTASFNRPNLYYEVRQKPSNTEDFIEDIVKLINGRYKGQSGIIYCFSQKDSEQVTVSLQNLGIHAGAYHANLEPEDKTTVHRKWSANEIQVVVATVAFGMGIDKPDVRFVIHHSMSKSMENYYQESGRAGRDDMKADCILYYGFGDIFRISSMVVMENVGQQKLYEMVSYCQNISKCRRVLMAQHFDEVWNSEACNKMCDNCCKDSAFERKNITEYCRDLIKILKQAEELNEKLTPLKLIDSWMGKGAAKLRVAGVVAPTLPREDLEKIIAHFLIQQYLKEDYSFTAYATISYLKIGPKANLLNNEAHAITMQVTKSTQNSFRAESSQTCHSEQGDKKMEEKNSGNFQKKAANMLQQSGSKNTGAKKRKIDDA
#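 RECQ1T1 50 nM; forked duplex (20 bp + 30-nt ss tails) 200 nM, ATP 2 mM final; pH 8.0, 2 mM MgCl2, 2.5 ug/ml poly(dI-dC); 15 min compound preincubation; discontinuous kinetic read over 2 h at RT.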
# SMN2 splice up – SMN2 splice variant enhancement; HEK293 SMN2-luciferase splicing reporter, luminescence, 30-36 h; Potency, µM (titrated, usually from 46.1 µM), for inactives: top-dose activity change, positive = activation, actives largely listed as activators; 210,000 compounds, 2.8% hits; AID 1458; note: % of control where 0% means no effect; nearly all actives have a fitted effect of over 55% in size
#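 qHTS luciferase splicing reporter: luminescence rises when SMN2 exon 7 is included in transfected HEK293 cells. Compound exposure lasted 30-36 h at 37C, with 4.5 mM final sodium butyrate as control, followed by a ONE-Glo read.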
# RGS12 GoLoco inh – inhibitors of human Gai1-RGS12 GoLoco interaction (red fluorophore); P63096; Potency, µM (titrated, usually from 61.6 µM), for inactives: at the highest dose activity, negative = inhibition, actives largely listed as inhibitors; AID 880; Gai1:RGS12 GoLoco peptide FP, rhodamine, 10 min; 230,000 compounds, 0.44% hits; active = well fitted inhibition curve with a large enough effect, not every such curve was filed as active; inactive = no such curve, though single readings can be large or run the other way; note: % is set by controls: 0 for no effect and ±100 for the full control effect; nearly all actives have a fitted effect of over 30% in size; many of its hits are not listed in these tables
# KDM4E inh – blocks human JMJD2E demethylase activity. B2RXH2. JMJD2E catalytic domain, FDH-coupled NADH fluorescence (FDH is formaldehyde dehydrogenase). Potency, µM (highest dose often 57.1 µM), for inactives: top-dose activity change, negative = inhibition, most hits filed as inhibitors. 230,000 compounds, 1.6% hits. AID 2147; active = well fitted inhibition curve with a large enough effect, not every such curve was filed as active; inconclusive = small, poorly fitted or top-dose-only effect, or another doubt; inactive = no such curve, though single readings can be large or run the other way;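 note: 0% = wells with enzyme and -100% = buffer wells without enzyme; nearly all actives have a fitted effect of over 50% in size; many of its hits are not listed in these tables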
# Target sequence (B2RXH2 1-337 limits assumed): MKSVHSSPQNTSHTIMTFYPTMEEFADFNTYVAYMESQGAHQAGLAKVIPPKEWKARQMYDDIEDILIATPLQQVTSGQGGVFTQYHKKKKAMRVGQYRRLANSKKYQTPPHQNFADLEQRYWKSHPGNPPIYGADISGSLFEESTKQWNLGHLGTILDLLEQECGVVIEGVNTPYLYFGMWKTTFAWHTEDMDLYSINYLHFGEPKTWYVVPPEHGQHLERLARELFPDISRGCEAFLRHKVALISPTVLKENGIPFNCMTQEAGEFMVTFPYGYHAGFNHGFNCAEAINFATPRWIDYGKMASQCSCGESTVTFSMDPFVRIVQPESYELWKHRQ
# KinaseGlo FLuc – Kinase-Glo luciferase inhibition (counter-screen). Potency, µM (titrated, usually from 38.3 µM), inactives show at the top dose activity change, negative = inhibition, usual class: inhibitors. Q27757. 200,000 compounds, 0.28% hits. Kinase-Glo luciferase, ATP luminescence, 8 min; note: % is set by controls: 0 for no effect and ±100 for the full control effect; nearly all actives have a fitted effect of over 60% in size
#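 Compounds were added to a substrate mix at pH 7.2 (50 mM imidazole, 10 uM ATP, within the enzyme's linear range), followed by Kinase-Glo detection reagent; luminescence was measured after 8 minutes at ambient temperature.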
# NPSR antag – antagonists of human neuropeptide S receptor cAMP signaling | Q6W5P4 | CHO-NPSR cells, cAMP TR-FRET, antagonist mode | Potency, µM (series often up to 38.3 µM), for inactives: at the top dose activity change, negative = inhibition, usual class: inhibitors | 220,000 compounds, 1% hits; note: % is set by controls: 0 for no effect and ±100 for the full control effect; nearly all actives have a fitted effect of over 50% in size; many of its hits are not listed in these tables
# Epigenetic reg – epigenetic control regulation, reporter derepression | Potency, µM (highest dose often 53.9 µM), for the others: at the highest dose GFP activation, usual class: activators | murine LDR cells, GFP reporter derepression, 30 h | 280,000 compounds, 0.2% hits; note: % of control where 0% means no effect; nearly all actives have a fitted effect of over 60% in size
#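 Murine LDR cells bearing a silenced CMV-driven GFP reporter were exposed to compound for 30 h at 37 C. After PBS washes, GFP-positive cells (20-120 um objects) counted by laser-scanning microplate cytometry.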
# IMPase Li inh – IMPase inhibition in cells with lithium potentiation. CHO-M1 cells, IP1 TR-FRET (IP-One), carbachol + lithium. Potency, µM (top dose mostly 59.4 µM), for the others: at the top dose activity, negative = IMPase inhibition, hits mostly inhibitors. 210,000 compounds, 0.35% hits. AID 1457;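 note: IP1 builds up when IMPase is blocked and the TR-FRET signal falls; plate controls were basal vehicle for no effect and high inhibitor control for full effect; nearly all actives have a fitted effect of over 50% in size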
#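 CHO cells stably expressing M1 receptor (2000/well, cultured 16–30 h) treated 30 min at 37C with compound plus low lithium. Cytosolic IP1 by TR-FRET (665/620 ratio and 620 channel) after 10 min lysis; AC50 by Hill fit.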
# * = called active by the depositor; i = inactive; ? = inconclusive; nt = not tested or not shown; [ ] = another dose, or the depositor's remark. Unless noted, calls come from the whole dose curve; as a rule, active = well fitted curve in the direction sought with a large enough effect; inconclusive = small, poorly fitted or top-dose-only effect, or another doubt; inactive = no such curve, though single readings can be large; an effect the other way counts as inactive or inconclusive. Potency is the fitted concentration of half-maximal effect. These rows are one share of the data; the hit share may differ from the screen's.
cpd	Structure	KinaseGlo FLuc	NPSR antag	IMPase Li inh	SMN2 splice up	Epigenetic reg	KDM4E inh	RECQ1 helicase	RGS12 GoLoco inh
1	CCCCOc1ccc(-c2nnn(CC(=O)NCc3ccco3)n2)cc1	-1.1%	6.0%[46.1 µM]	-5.7%[38.3 µM]	?	1.0%	-0.5%	-2.9%	2.0%
2	FC(F)(F)c1cccc(NC(=S)NNC(=S)Nc2ccc(Cl)cc2)c1	nt	?	nt	nt	-0.5%	?	-21.5%	2.5%
3	CSCC[C@H](NC(=O)OC(C)(C)C)c1nnc(SCC(N)=O)o1	-1.4%	-29.2%[46.1 µM]	-3.3%[38.3 µM]	9.0%	0.0%	8.5%	-5.7%	3.1%
4	O=C(CSc1nnnn1C1CCCC1)N1CCCc2ccccc21	0.0%	-8.2%[46.1 µM]	28.6%[38.3 µM]	29.6%	-1.0%	10.3%	0.8%	7.9%
5	Cc1cc(NNC(=O)c2ccccc2)nc(NNC(=O)c2ccccc2)n1	-1.9%	-7.3%	2.0%	nt	-1.1%	3.5%	19.7%	3.8%
6	Cc1ccc(S(=O)(=O)N2CCN(c3ccc([N+](=O)[O-])c4cccnc34)CC2)cc1	nt	0.3%[46.1 µM]	nt	nt	8.6%	-6.0%	-0.9%	nt
7	CCOc1cc(C(N)=O)cc(Br)c1OC	1.5%	9.3%	-1.0%	4.1%	0.0%	-3.0%	i	-5.7%
8	CN(C)CCN(Cc1cc2cc3c(cc2[nH]c1=O)OCO3)C(=S)NCC1CCCO1 (stereo unspecified)	-8.1%	-11.7%	4.0%	nt	-1.0%	-5.5%	2.5%	10.9%
9	CCCN1C2CCCC1CC(NC(=O)Nc1cccc(C(C)=O)c1)C2 (stereo unspecified)	0.1%	-0.9%[46.1 µM]	28.1%[38.3 µM]	?	-0.2%	4.5%	4.5%	0.3%
10	C[C@H](NC(=O)c1nc[nH]c1C(=O)NCC(=O)OC(C)(C)C)C(=O)OC(C)(C)C	nt	9.4%	nt	nt	-1.2%	4.3%	-4.2%	-2.2%
11	CCN(CC)c1ccc(C2Nc3cccc4cccc(c34)N2)c(O)c1	3.2%	?	7.3%[38.3 µM]	0.2%	-1.1%	4.4%	i	5.5%
12	COCCn1c(=NC(=O)c2ccc(S(=O)(=O)N3CCc4ccccc4C3)cc2)sc2cc(S(N)(=O)=O)ccc21	3.4%	-24.1%	0.9%	-15.5%	1.1%	3.98µM*	-10.5%	4.0%
13	COCCNC(=O)Cc1ccc(Br)cc1	-2.4%	8.8%[7.67 µM]	-1.5%[38.3 µM]	-4.9%	1.6%	?	-13.0%	7.6%
14	O=c1[nH]n(-c2ccc([N+](=O)[O-])cc2)c(=O)c2ccccc12	1.9%	-5.8%	1.8%	8.9%	2.8%	15.8%	i	14.1µM*
15	C/C(=N\NC(=O)C(=O)Nc1cccc(C(F)(F)F)c1)c1ccc(Cl)s1	-6.2%	10.7%[46.1 µM]	7.0%[38.3 µM]	-17.4%	0.0%	18.9%	-4.7%	6.7%
16	CC(C)(C)NC(=O)c1ccc(C(=O)NC(C)(C)C)cc1	nt	-26.5%	nt	nt	-1.0%	-0.7%	i	-3.0%
17	CCOC(=O)C1(Cc2ccc(OC)cc2)CCN(C(=O)CC2CCC(=O)N2)CC1 (stereo unspecified)	nt	0.2%	2.7%	nt	-0.1%	1.1%	i	0.1%
18	CCn1cc(-c2n[nH]c(=S)n2-c2ccc(C)cc2Br)c(=O)c2ccc(C)nc21	nt	13.8%	nt	nt	1.1%	2.9%	i	1.5%
19	CCN(c1ccccc1)c1nc2nonc2nc1NCCO	nt	-5.0%	nt	nt	0.0%	3.9%	-3.5%	3.9%
20	O=C(CSc1n[nH]c(-c2ccccc2Cl)n1)NCc1cccc(C(=O)O)c1	0.9%	-15.3%	0.7%	nt	1.1%	-9.1%	8.2%	-4.3%
21	CCO[C@@H]1OC(C(=O)N2CCN(Cc3ccc4c(c3)OCO4)CC2)=C[C@H](c2csc3ccccc23)[C@H]1CCCO	nt	?	16.3%	nt	-4.5%	-9.2%	-13.3%	-6.4%
22	CCOC(=O)C1=C(C)OC(N)=C(C#N)C1c1c(C)nn(-c2ccc(C)cc2)c1Cl (stereo unspecified)	1.2%	-24.6%[46.1 µM]	11.8%[38.3 µM]	5.5%	1.8%	-10.2%	-15.4%	3.8%
23	COc1cccc(C(O)c2cnc(C(C)C)n2C)c1 (stereo unspecified)	nt	13.8%	nt	nt	-1.0%	5.4%	-1.4%	2.5%
24	CCc1ccc(OCC(=O)OCC(=O)c2c(N)n(C)c(=O)n(C)c2=O)cc1	1.6%	6.6%	4.3%	5.4%	0.0%	-21.2%	-9.8%	0.9%
25	CN(C)c1ccc(NC(=O)COC(=O)Cn2nnc3ccccc32)cc1	1.3%	0.1%	9.5%	15.6%	1.0%	-0.7%	4.9%	-27.3%
26	CC1(C(=O)Nc2nccs2)Cc2ccccc2C(=O)O1 (stereo unspecified)	-1.0%	-3.6%[46.1 µM]	16.0%[38.3 µM]	?	-1.1%	-0.4%	-3.6%	4.9%
27	Nc1ncnc2c1ncn2[C@@H]1O[C@H](COP(=O)(O)OP(=O)(O)OC[C@H]2OC(O)[C@H](O)[C@@H]2O)[C@@H](O)[C@H]1O (stereo partly specified)	nt	nt	-1.2%	-7.2%	1.1%	nt	-0.1%	4.6%
28	Cc1ccc(NS(=O)(=O)c2cccc(C(=O)NNC(=O)NC3CCCCC3)c2)c(C)c1	-0.8%	12.6%	-11.0%	nt	-1.8%	-1.3%	-1.2%	-9.4%
29	CCOC(=O)N1CCN(c2nc(-c3cccs3)cc(C(F)(F)F)n2)CC1	-1.0%	4.4%[46.1 µM]	12.0%[38.3 µM]	-18.6%	-1.0%	-6.4%	-2.1%	5.3%
30	COc1cc2c(cc1OC)C(c1c[nH]c3ccccc13)NCC2 (stereo unspecified)	1.5%	nt	7.3%	-8.5%	-1.1%	-29.5%	-0.8%	6.1%
31	CCCCOC(=O)Nc1ccc(N(C)C)cc1	-10.6%	-0.3%	17.1%	11.2µM*	3.4%	?	i	3.1%
32	CCOC(=O)/C=C1\SCC(=O)N1CCOc1cccc(Br)c1	0.4%	?	1.2%[38.3 µM]	-18.2%	3.7%	-4.0%	-13.3%	8.1%
33	COc1ccc(C(=O)Cn2ccsc2=NC(C)=O)cc1	-2.3%	0.8%	0.4%	0.3%	-0.2%	-2.2%	-2.9%	2.0%
34	COc1ccc(-c2c(O)c3c(OC)c4c(cc3oc2=O)OC(C)(C)C=C4)cc1	-2.4%	nt	5.8%	7.3%	-0.9%	?	-4.5%	-6.9%
35	Cn1cc(C(=O)NC2CCCCCCC2)c(=O)c2cc(S(=O)(=O)N3CCCC3)ccc21	0.9%	0.1%[46.1 µM]	21.3%[38.3 µM]	-14.5%	0.9%	6.6%	-3.1%	10.9%
36	Brc1cccc(OCCN2CCCCC2)c1	-2.1%	20.0%	17.6%	12.3%	0.9%	?	-3.4%	-4.5%
37	C=CCn1c(=N)c(C(=O)NCCCOC)cc2c(=O)n3ccccc3nc21	-3.2%	-2.6%[46.1 µM]	-16.4%[38.3 µM]	1.5%	-1.0%	?	4.4%	3.3%
38	CCC(=O)NNC(=O)CCC(=O)Nc1cccc(Cl)c1C	1.7%	7.7%	-0.9%	-3.4%	1.3%	-4.5%	i	4.9%
39	CCOC(=O)C1NN=C(C(=O)c2ccc(C)cc2)C1c1ccc(C)cc1 (stereo unspecified)	13.5%	-35.6%	18.2%	-21.3%	0.1%	-10.1%	-7.0%	13.6%
40	c1ccc(CCNc2ncnc3c2cnn3-c2ccccc2)cc1	1.9%	?	2.8%	11.2µM*	-1.0%	-26.8%	-11.4%	3.0%
41	CCCCNC(=O)CSc1nc(O)cc(=O)n1C1CCCC1	8.0%	-3.7%	-3.7%	0.3%	-0.4%	2.0%	-6.4%	6.1%
42	C[C@@H](C(=O)NCCF)[C@H]1C[C@]1(C)[C@H](NC(=O)OCc1ccccc1)c1ccccc1	-2.7%	nt	-0.2%	-15.9%	3.9%	10.0%	-3.6%	-2.6%
43	O=C1c2cccnc2C(=O)N1CO	-1.2%	5.0%[46.1 µM]	-16.4%[38.3 µM]	-0.3%	-1.1%	0.0%	10.3%	0.1%
44	CCN1CCCC1CNC1=NCCCCC1 (stereo unspecified)	-2.0%	-7.9%[46.1 µM]	11.8%[38.3 µM]	-2.2%	-1.1%	-2.7%	14.0%	4.0%
45	O=C(c1cccc(F)c1)N1CCC(c2nc3ccccc3s2)CC1	2.9%	6.8%	-2.8%	-23.1%	-0.1%	-6.9%	-15.2%	1.5%
46	O=C(O)c1ccc(NS(=O)(=O)c2ccc(Cl)cc2)cc1	7.4%	-6.4%[46.1 µM]	-13.5%[38.3 µM]	1.6%	-0.9%	0.2%	-2.0%	-3.1%
47	Cc1ccc(NS(=O)(=O)c2sc3ccc(Cl)cc3c2C)cc1	nt	?	nt	nt	-2.1%	1.0%	1.2%	-2.9%
48	C[C@@H](O)CCC[C@H](O)/C=C/[C@H]1[C@H](O)CC(=O)[C@@H]1C/C=C\CCCC(=O)O	1.0%	nt	6.8%	1.8%	-1.1%	4.8%	-4.3%	2.2%
49	Cc1ccc(NC(=O)c2ccco2)c(NC(=O)CN2C(=O)c3ccccc3C2=O)c1	-1.0%	-11.2%[46.1 µM]	0.2%	9.4%	0.9%	-2.0%	-0.3%	-3.5%
50	N#CCCn1cc(/C=N/O)c(-c2cccc([N+](=O)[O-])c2)n1	-5.4%	14.2%	2.8%	6.4%	3.4%	-3.6%	3.9%	-6.2%
51	CCC1C2CN(C(C)=O)CC=C2C(C#N)=C(N)C1(C#N)C#N (stereo unspecified)	-1.2%	8.2%[7.67 µM]	-2.8%[38.3 µM]	-4.1%	-0.8%	?	i	1.9%
52	CN(C)S(=O)(=O)c1ccc(NC(=O)CN2CCCc3ccccc32)cc1	0.6%	-6.7%	13.3%	14.6%	?	9.6%	-8.3%	11.3%
53	CCOC(=O)CSc1nc2nc(C)cc(C)n2n1	2.0%	-3.0%[46.1 µM]	29.6%[38.3 µM]	8.5%	-0.8%	-10.3%	-13.7%	5.6%
54	Cc1cc(S(N)(=O)=O)c(N)c(S(N)(=O)=O)c1	nt	-20.8%	nt	nt	1.6%	?	1.1%	12.8%
